NadD inh = NadD (S. aureus) enzyme inhibition; purified NadD enzyme, colorimetric absorbance read-out; inhibition, % at 20 µM; 360,000 compounds, 0.78% hits; AID 602399; in the data active = inhibition above about 26%; note: some compounds past the cut are filed as inactive
CSN inh = CSN deneddylation inhibition | inhibition, % at 12.5 µM | Purified CSN, SCF-Nedd8-OG deneddylation, fluorescence polarization | 360,000 compounds, 0.38% hits | Q92905;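 active = pattern-corrected inhibition above about 35%, with an unprinted fluorescence ratio check between 0.5 and 1.5, limit read from the data, passing the limit was not always enough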;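 note: 0% = enzyme with substrate and 100% = substrate without enzyme; some results filed as inactive read as strong as hits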
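Assay system: purified human Csn5 enzyme expressed in HEK293T cells; measure: % inhibition; also added: SCFSkp2-Nedd8OG substrate at 10 nM final; technique: fluorescence polarization; times: reaction 90 min, room temperature; medium: Tris buffer pH 7.5, NaCl, DTT, Tween-20, trehalose, ovalbumin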
Scp1 inh = Scp-1 (human) phosphatase inhibition | Q9GZU7 | Recombinant Scp1, phosphopeptide, malachite green phosphate absorbance | inhibition, % at 20 µM | 340,000 compounds, 0.88% hits | AID 493091;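 active = inhibition above about 50% at 20 µM, limit read from the data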;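 note: plate controls were DMSO wells with enzyme for no effect and wells lacking enzyme for full effect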
Target sequence (Q9GZU7 76-261 limits assumed): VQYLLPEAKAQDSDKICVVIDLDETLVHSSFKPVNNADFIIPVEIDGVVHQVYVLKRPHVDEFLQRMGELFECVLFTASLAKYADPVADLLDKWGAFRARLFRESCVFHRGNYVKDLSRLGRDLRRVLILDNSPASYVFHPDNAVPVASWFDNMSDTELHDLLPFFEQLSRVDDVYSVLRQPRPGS
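Assay system: SCP-1 catalytic fragment, aa 76-261 | Buffer or medium: Tris acetate buffer pH 5.5 with MgCl2 and Tween-20 | Compound: One concentration, 20 µM, with 1.0% DMSO | Also added: Phospho 17-mer peptide substrate | Signal: Absorbance at 630 nm | Incubation: 45 min enzyme reaction at room temperature | Measure: % inhibition of SCP-1 phosphate liberation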
STEP inh = inhibitors of human striatal-enriched phosphatase STEP; recombinant STEP, OMFP fluorogenic substrate, fluorescence; inhibition, % at 20 µM; 360,000 compounds, 0.25% hits;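 active = inhibition at 20 µM, scaled per plate between control wells, above about 37%, limit read from the data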;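 note: 0% = DMSO with enzyme and substrate and 100% = substrate only without enzyme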
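Measure: Control-normalized % inhibition with plate pattern correction | Test system: STEP phosphatase, cell-free reaction | Medium: pH 6.0 Bis-Tris with DTT and Tween 20 | Technique: Fluorescence, 480/540 nm | Times: Reaction 20 min, ambient temperature | Doses: Single compound dose of 20 µM, 1% DMSO final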
Rpn11 block = Rpn11 (human) deubiquitinase inhibition | O00487 | human 26S proteasome, Ub4-pepOG fluorescence polarization; 20S core pre-blocked with epoxomicin | calls only at 20 µM | 360,000 compounds, 0.59% hits | AID 588493;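 active = inhibition at 20 µM, scaled to each plate's controls, above about 33%, limit read from the data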
Rin1-Abl PPI inh = inhibitors of human Rin1-Abl protein interaction | TR-FRET Rin1/Abl binding, biochemical | P00519+Q13671 | 360,000 compounds, 0.4% hits | inhibition, % at 7.35 µM | AID 588664; in the data active = inhibition above about 5%, passing the limit was not always enough
SUMO1 PPI mod = alters human SUMO1 binding to SIM partners; P63165; SUMO1 binding to a labelled peptide, TR-FRET, 1 h; inhibition, % at 20 µM; 360,000 compounds, 0.33% hits; AID 602429; in the data active = inhibition above about 37%
Target sequence (P63165 whole entry, looked up): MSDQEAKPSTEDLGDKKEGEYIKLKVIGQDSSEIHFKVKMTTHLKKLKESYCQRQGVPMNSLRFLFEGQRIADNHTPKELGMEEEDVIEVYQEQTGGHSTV
Neddyl block = cullin neddylation inhibition; P61081+Q13564; calls only at 25 µM; TR-FRET cullin neddylation, biochemical; 360,000 compounds, 0.58% hits; in the data active = inhibition above about 36%
Target sequence (P61081 whole entry, looked up): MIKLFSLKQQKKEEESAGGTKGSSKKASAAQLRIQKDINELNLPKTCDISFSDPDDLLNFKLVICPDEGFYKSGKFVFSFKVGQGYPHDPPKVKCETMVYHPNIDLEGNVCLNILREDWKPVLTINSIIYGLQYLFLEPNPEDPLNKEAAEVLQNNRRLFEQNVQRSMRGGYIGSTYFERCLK
Target sequence (Q13564 whole entry, looked up): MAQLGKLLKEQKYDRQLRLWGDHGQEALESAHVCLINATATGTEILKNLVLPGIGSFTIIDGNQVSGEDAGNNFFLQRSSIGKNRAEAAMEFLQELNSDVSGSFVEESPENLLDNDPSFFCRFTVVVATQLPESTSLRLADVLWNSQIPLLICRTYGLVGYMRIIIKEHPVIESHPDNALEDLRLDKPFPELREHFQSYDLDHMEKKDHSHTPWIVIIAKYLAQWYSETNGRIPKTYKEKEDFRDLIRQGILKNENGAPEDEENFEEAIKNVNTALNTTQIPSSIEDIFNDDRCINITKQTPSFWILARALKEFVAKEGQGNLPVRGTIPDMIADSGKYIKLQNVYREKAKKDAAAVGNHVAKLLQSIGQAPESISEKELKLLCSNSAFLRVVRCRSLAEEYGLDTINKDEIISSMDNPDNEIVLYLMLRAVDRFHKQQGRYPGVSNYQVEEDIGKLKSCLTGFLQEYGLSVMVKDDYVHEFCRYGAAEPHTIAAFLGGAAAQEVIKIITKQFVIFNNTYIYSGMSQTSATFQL
DNMT1 block = DNMT1 (human) enzyme inhibition; AID 588458; DNMT1 molecular beacon, Hinp1I cleavage, fluorescence; inhibition (reported as % activation of signal), % at 10 µM; 360,000 compounds, 0.83% hits; in the data active = inhibition above about 50%
LMPTP inh = LMPTP (human) inhibition. P24666. recombinant LMPTP-A, OMFP fluorogenic substrate, fluorescence intensity. inhibition, % at 20 µM. 360,000 compounds, 0.22% hits. AID 651560;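 active = compounds that cut the enzyme signal by at least half of the control window in the single-dose screen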;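 note: plate controls were DMSO wells with enzyme plus substrate for no effect and substrate without enzyme for full effect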
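material = LMPTP-A | quantity = 0.625 nM enzyme | reagent = OMFP substrate, 400 µM final | buffer or medium = Bis-Tris pH 6.0, DTT, detergent | detection = endpoint fluorescence intensity from OMFP dephosphorylation | dosing = single 20 µM dose | read-out basis = % inhibition relative to no-enzyme and uninhibited control wells | control set = no-enzyme and uninhibited controls | timing = 50 min at room temperature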
Active calls of the source: *; i = inactive; nt = not tested or not shown.

no. | molecule | NadD inh | CSN inh | Scp1 inh | STEP inh | Rpn11 block | Rin1-Abl PPI inh | SUMO1 PPI mod | Neddyl block | DNMT1 block | LMPTP inh
1 | Cc1cccc(Nc2cnn(C34CC5CC(CC(CC(=O)O)(C5)C3)C4)c(=O)c2Cl)c1 | 0.3 | 2.6 | 4.5 | -1.8 | i | -4.5 | -7.3 | i | 0.0 | -0.4
2 | COc1ccc(/C=N/NC(=O)c2cccnc2)cc1CN1CCN(c2ccc(F)cc2)CC1 | -5.1 | -0.8 | 3.5 | -1.7 | i | 0.6 | -13.3 | i | 1.7 | 0.6
3 | COc1cccc(NC(=O)COc2cccnc2[N+](=O)[O-])c1 | 0.2 | 1.0 | -6.8 | -1.9 | i | 2.0 | -32.4 | i | 4.1 | 1.0
4 | CCCCNC(=O)C1(C)CCN1C(=O)c1csnn1 (stereo not drawn) | 2.0 | 2.7 | nt | 1.9 | i | 1.7 | 3.7 | i | 1.7 | 6.0
5 | COc1cccc(CNc2ccccn2)c1O | -1.6 | 3.5 | -2.0 | 0.9 | i | 2.6 | 2.3 | i | 6.0 | 0.0
6 | O=C(OCc1nc2ccsc2c(=O)[nH]1)c1cccc(S(=O)(=O)N2CCOCC2)c1 | -0.3 | 1.8 | 5.3 | -2.4 | i | 2.6 | 3.2 | i | 1.1 | -0.1
7 | CCOC(=O)[C@]12CCCC=C1N(Cc1cccc3ccccc13)C(=O)[C@H](CC(=O)NCCCCc1ccccc1)C2 | -0.4 | -1.5 | nt | nt | nt | nt | 9.7 | i | nt | 10.6
8 | N#Cc1c(-c2ccccc2)nc(N2CCN(Cc3ccccc3)CC2)[nH]c1=O | -1.8 | -0.8 | -9.0 | 0.4 | i | 0.4 | 4.7 | i | -2.1 | -3.3
9 | COc1ccc(-n2nnc3c(=O)n(CC(=O)N4CCC(Cc5ccccc5)CC4)cnc32)cc1 | 1.5 | -0.9 | -6.5 | 4.3 | i | -1.7 | 7.8 | i | 8.1 | 0.7
10 | Cc1cc(S(=O)(=O)Nc2ccc(C(=O)NCC(c3ccco3)N3CCCC3)cc2)ccc1F (stereo not drawn) | -1.7 | 2.8 | -9.2 | -1.2 | i | -1.6 | 3.4 | i | 1.0 | -0.1
11 | Cc1c(NC(=O)NC2CCCCC2)cccc1[N+](=O)[O-] | 2.8 | 33.6 | -16.6 | 2.7 | i | 3.6 | -3.8 | i | -1.9 | 0.8
12 | COc1ccc(C(CNC(=O)C(C)Sc2ccccc2)N2CCOCC2)cc1 (stereo not drawn) | -2.7 | 0.3 | -15.2 | 1.2 | i | 2.4 | -26.6 | i | -1.9 | -9.4
13 | COc1cc(/C=C/CN2CCC(C(=O)NC(c3ccc(F)cc3)c3ccc4ccccc4n3)CC2)ccc1OC(C)=O (stereo not drawn) | 6.4 | -3.7 | nt | -2.5 | i | -1.1 | 2.0 | i | -2.1 | 0.2
14 | COc1ccc(NC(=O)C2=NNC(=O)CC2)cc1S(=O)(=O)N1CCCCC1 | 2.1 | 8.1 | 1.3 | 0.0 | i | -0.2 | 0.3 | i | 0.1 | 0.4
15 | CCOC(=O)c1sc(NC(=O)CSc2ncccn2)nc1C | -3.9 | 7.8 | 9.3 | -1.2 | i | 3.1 | 3.4 | i | 1.3 | -1.1
16 | S=C(Nc1ccc(N2CCOCC2)cc1)Nc1ccc2snnc2c1 | -1.9 | 5.5 | -8.3 | 4.5 | i | -4.0 | 8.1 | i | -7.0 | 1.4
17 | Cc1ccc(-n2nnnc2SCC(=O)NCC2(N3CCOCC3)CCCCC2)c(C)c1 | 0.0 | -4.5 | -3.9 | 0.1 | i | 0.0 | 1.3 | i | 0.0 | 0.4
18 | CCC(C)c1ccc(NC(=O)Nc2cnccn2)cc1 (stereo not drawn) | 3.5 | -3.8 | -2.0 | 1.0 | i | -1.5 | -1.0 | i | 1.1 | 1.3
19 | CCC(C)(C)n1nnnc1C(c1cc(OC)c(OC)c(OC)c1)N1CCN(c2ccccc2)CC1 (stereo not drawn) | 3.3 | -5.0 | -1.2 | -3.0 | i | -0.3 | 36.2 | i | -1.7 | 1.6
20 | CN(C(=O)COC(=O)Cc1ccccc1[N+](=O)[O-])C1CCS(=O)(=O)C1 (stereo not drawn) | 0.0 | 2.0 | 2.0 | -3.3 | i | -2.0 | -8.4 | i | 2.4 | -0.6
21 | COc1cc2c(cc1OC)C(C(=O)Nc1cccc(C)n1)C(c1cccnc1)N(C)C2=O (stereo not drawn) | -4.0 | 4.2 | -0.3 | 2.1 | i | -1.6 | -2.1 | i | 0.1 | -2.1
22 | COc1ccc(NC(=O)Cc2coc3cc(C)ccc23)cn1 | -0.5 | 0.0 | -4.2 | -1.2 | i | 5.0 | -3.0 | i | -4.7 | 0.0
23 | COc1ccc(NC(=O)C2CCC2)cc1S(=O)(=O)Nc1cc(C)ccc1Br | -10.9 | 1.8 | -8.1 | -4.8 | i | -0.6 | 3.1 | i | 19.8 | 1.0
24 | CCOc1ccc(C(=O)NC(Cc2ccccc2)C(=O)OC)cc1 (stereo not drawn) | 0.8 | 1.6 | 0.0 | 0.1 | i | -0.9 | 1.6 | i | -0.3 | -1.5

4 compounds out of the list above, ordered by their value in DNMT1 block, ascending:
| # | SMILES | DNMT1 block |
| --- | --- | --- |
| 16 | S=C(Nc1ccc(N2CCOCC2)cc1)Nc1ccc2snnc2c1 | -7.0 |
| 22 | COc1ccc(NC(=O)Cc2coc3cc(C)ccc23)cn1 | -4.7 |
| 20 | CN(C(=O)COC(=O)Cc1ccccc1[N+](=O)[O-])C1CCS(=O)(=O)C1 (stereo not drawn) | 2.4 |
| 23 | COc1ccc(NC(=O)C2CCC2)cc1S(=O)(=O)Nc1cc(C)ccc1Br | 19.8 |

Next results follow.
no. | molecule | NadD inh | CSN inh | Scp1 inh | STEP inh | Rpn11 block | Rin1-Abl PPI inh | SUMO1 PPI mod | Neddyl block | DNMT1 block | LMPTP inh
25 | COc1cc(OC)cc(C2C(C#N)=C(N)Oc3n[nH]c(-c4cccnc4)c32)c1 (stereo not drawn) | -2.8 | -2.9 | -6.6 | 0.0 | i | 2.1 | 3.1 | i | -4.9 | -1.1
26 | COc1ccc(CNC(=O)COC(=O)c2ccc3ncsc3c2)cc1OC | 2.4 | -1.6 | 0.5 | -3.4 | i | 0.5 | 3.4 | i | 3.4 | -0.1
27 | Cc1cc(C)nc(NC2=NCC(=O)N2c2ccccc2)n1 | 11.1 | 0.9 | -6.2 | -0.8 | i | 0.4 | 1.5 | i | -1.1 | 0.1
28 | O=C(OCc1nnc(-c2ccccc2)o1)C1CC(=O)N(CCc2ccccc2)C1 (stereo not drawn) | -2.3 | -0.1 | 13.8 | 0.7 | i | 0.6 | 3.4 | i | 11.6 | -0.6
29 | NS(=O)(=O)c1ccc(NC(=O)COC(=O)c2cnccn2)cc1 | 2.1 | -5.2 | -16.6 | -5.5 | i | 0.1 | -0.7 | i | -0.6 | 2.0
30 | O=C(CCCc1nc2ccccc2s1)NCc1ccc(F)cc1 | -0.1 | -1.1 | -2.5 | -2.3 | i | -1.7 | -1.4 | i | 5.8 | -0.3
31 | COc1ccc(CN2C(=O)c3ccccc3C2=O)cc1C(=O)N(C)CC(=O)Nc1ccc(F)cc1 | -6.3 | 1.2 | -6.8 | -4.1 | i | 1.3 | -13.8 | i | 0.5 | 0.2
32 | O=S(=O)(NCc1cccnc1)c1ccc(Br)s1 | -0.5 | 5.7 | -9.7 | -3.0 | i | -3.9 | -8.3 | i | 5.0 | -0.4
33 | CCC(=O)Nc1nnc(S(=O)(=O)N(C)c2cc(C)cc(C)c2)s1 | 2.7 | 1.7 | -7.3 | -1.5 | i | 0.8 | 1.6 | i | 2.1 | -0.4
34 | CCC(CC)C(=O)NCCCN1CCOCC1 | -2.9 | -6.7 | -2.7 | -3.1 | i | -0.8 | 0.2 | i | 2.9 | -1.8
35 | S=C(NCCc1ccccc1)NCC(c1ccco1)N1CCCCC1 (stereo not drawn) | -1.2 | -4.3 | -3.5 | 3.8 | i | 1.7 | 6.9 | i | -44.7 | 2.0
36 | CCOC(=O)CC(=O)CSc1ncnc2c1nnn2-c1ccccc1 | -1.7 | 0.0 | -1.1 | 0.7 | i | -1.9 | -7.8 | i | -0.9 | 0.6
37 | O=C(c1ccncc1)c1ccc([N+](=O)[O-])cc1 | -2.6 | -3.6 | -6.5 | -4.8 | i | -4.1 | -28.3 | i | -4.1 | -0.8
38 | COc1ccc(OC)c2sc(Cl)nc12 | -4.4 | -2.2 | -9.6 | 11.0 | i | -5.7 | 0.9 | i | 0.7 | -0.4
39 | Cc1ccc(OCC(O)Cn2c(NCCc3ccccc3)nc3c2c(=O)[nH]c(=O)n3C)cc1 (stereo not drawn) | -5.0 | 0.0 | -0.6 | 1.5 | i | -0.5 | -3.3 | i | 3.1 | -2.1
40 | O=C(CN1CCOCC1)Nc1ccccc1C(=O)O | -3.6 | 3.1 | -8.9 | -3.9 | i | -2.8 | -3.5 | i | 3.6 | -0.7
41 | CCOc1ccc(N(CC(=O)NC2CCCCC2)C(=O)CCC(=O)Nc2cc(C)ccn2)cc1 | 1.7 | 0.6 | 0.1 | -1.9 | i | 1.3 | -2.3 | i | -3.9 | -0.7
42 | O=C1C=C(c2cccc(CO)c2)C[C@@H](c2ccc3c(c2)OCO3)C1 | -4.0 | -3.5 | -11.3 | -4.4 | i | 2.6 | -28.5 | i | 0.8 | -0.4
43 | O=C(NCc1cccnc1)C1CCCN(S(=O)(=O)c2ccc(Br)cc2)C1 (stereo not drawn) | 2.7 | -2.8 | -9.6 | -1.5 | i | -1.1 | 1.9 | i | 0.3 | -0.4
44 | Cc1cccc(NCCC(=O)c2ccc([N+](=O)[O-])cc2)c1C | -1.6 | -8.2 | 0.6 | 2.7 | i | 3.4 | -22.8 | i | -2.1 | 1.0
45 | Cc1ccc(-c2cnn(-c3ccccc3)c2N)cc1 | -0.8 | -0.4 | -6.8 | 1.9 | i | 1.6 | 15.2 | i | -2.5 | 0.6
46 | CCCNC(=O)C1(C)CCN(C(=O)c2cccc(Cl)c2)C1 (stereo not drawn) | 0.5 | 0.2 | nt | -3.6 | i | 4.2 | -2.4 | i | 1.8 | -0.7
47 | COc1cc(C(=S)N2CCOCC2)cc(OC)c1OS(=O)(=O)c1ccc(Cl)cc1 | -2.2 | -4.4 | 6.4 | -0.8 | i | 0.2 | 1.7 | i | 1.0 | -0.7
48 | COc1ccc(N(CC(=O)NCCc2ccccc2)C(=O)CCC(=O)Nc2nccs2)c(OC)c1 | 0.3 | 0.2 | 0.1 | -1.3 | i | 2.5 | 1.3 | i | -1.3 | -0.3

Bioassay records: PubChem BioAssay, several laboratories
